# Bioassay records as filed in PubChem.
# A350 fluor – compounds fluorescent in Alexa 350 spectral region; 59,000 tested, 11% active; max dye-equivalent concentration, M; AID 590; Compound autofluorescence, 340/450 nm, Alexa 350 dye-equivalents; hits give high values; in the data active = max dye-equivalent concentration above about 10 nM; inconclusive = mostly about 1.1 nM to 9.6 nM
# Luciferase inh – blocks Photinus pyralis firefly luciferase activity; Potency, µM (series often up to 57.1 µM), without a hit: at the top dose activity change, negative = inhibition, most hits filed as inhibitors; purified firefly luciferase, luminescence, 8 min; 72,000 tested, 2.2% active; P08659; note: potency is the fitted concentration of half-maximal effect; % is set by controls: 0 for no effect and ±100 for the full control effect; nearly all actives have a fitted effect of over 40% in size
# Target sequence (P08659 whole entry, looked up): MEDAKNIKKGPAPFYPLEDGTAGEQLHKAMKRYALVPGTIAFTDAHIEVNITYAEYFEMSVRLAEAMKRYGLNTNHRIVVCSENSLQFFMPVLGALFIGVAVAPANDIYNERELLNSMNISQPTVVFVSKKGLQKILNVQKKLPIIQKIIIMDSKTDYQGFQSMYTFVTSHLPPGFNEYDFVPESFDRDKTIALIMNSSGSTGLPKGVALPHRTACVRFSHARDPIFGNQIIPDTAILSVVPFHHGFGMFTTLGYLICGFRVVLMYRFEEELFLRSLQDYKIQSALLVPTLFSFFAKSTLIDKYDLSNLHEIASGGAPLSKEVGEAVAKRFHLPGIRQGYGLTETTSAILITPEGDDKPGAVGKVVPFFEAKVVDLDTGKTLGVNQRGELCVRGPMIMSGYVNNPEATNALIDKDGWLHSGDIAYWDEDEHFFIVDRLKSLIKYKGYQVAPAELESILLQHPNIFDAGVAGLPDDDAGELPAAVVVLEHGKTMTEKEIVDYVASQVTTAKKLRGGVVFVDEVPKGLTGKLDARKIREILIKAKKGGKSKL
#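 Compounds were tested as concentration series (qHTS) against purified P. pyralis luciferase with luciferin and 10 uM ATP in 50 mM imidazole pH 7.2, 50 mM KCl, 7 mM MgCl2, 0.01% Tween 20, 0.05% BSA. Luminescence was read after 8 min at ambient temperature.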
# UbGFP stabilizer – ubiquitin-GFP accumulation via proteasome inhibition | 67,000 tested, under 10 active | Potency, µM (highest dose often 45.9 µM), for the others: at the top dose activation (GFP accumulation), usual class: activators | AID 526 | Ubiquitin-GFP reporter cells, proteasome inhibition, GFP fluorescence; response scale: untreated = 0%, 10 µM MG-132 = 100%; active = well fitted activation curve with a large enough effect, not every such curve was filed as active; inconclusive = small, poorly fitted or top-dose-only effect, or another doubt; inactive = no such curve, though single readings can be large or run the other way; note: potency is the fitted concentration of half-maximal effect
#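 Proteasome blockade was scored as a rise in GFP-expressing U2OS cells carrying a ubiquitin(G76V)-GFP construct, imaged after 4 hr compound treatment at 37 °C across a 46 uM–2.9 nM series.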
# Fluorescein fluor – compound fluoresces in the fluorescein spectral region; max fluorescein-equivalent concentration, M; AID 593; 59,000 tested, 0.91% active; Compound autofluorescence, 480/540 nm, fluorescein-equivalent; hits give high values; in the data active = max fluorescein-equivalent concentration above about 10 nM; inconclusive = between about 1.1 nM and that limit
#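 Autofluorescence profiling; 100 mM Tris, pH 8.0; incubation 15 min at RT; ex/em 480/540 nm; result as fluorescein-equivalent concentration.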
# GFP derepression – epigenetic GFP locus derepression in mouse cells | Potency, µM (titrated, usually from 46.1 µM), for inactives: at the highest dose GFP derepression (activation) | mouse C127i GFP locus derepression, cytometry, 30 h | AID 597 | 68,000 tested, 0.09% active; note: % of control where 0% means no effect
#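 Read-out is the number of GFP-positive cells, scored as fluorescent objects 20 to 120 um wide, reflecting derepression of a silenced CMV-GFP reporter in murine C127i cells after 30 h compound exposure at 37 C.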
# ERK AVP block – blocks ERK signaling stimulated by vasopressin; Potency, µM (doses to about 57.5 µM), for inactives: top-dose activity, negative = inhibition, actives largely listed as inhibitors; AID 995; HEK293-V1b, vasopressin-stimulated pERK AlphaScreen; 72,000 tested, 0.99% active; note: potency is the fitted concentration of half-maximal effect; % is set by controls: 0 for no effect and ±100 for the full control effect; nearly all actives have a fitted effect of over 55% in size
#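 V1b-HEK293 cells; cpd 30 min 37C; 25 nM vasopressin 5 min; lyse 10 min; AlphaScreen beads 5 hr RT. Normalized to DMSO basal and 25 nM vasopressin; AC50 by Hill fit.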
# CRE-bla Fsk – alters forskolin-stimulated CRE reporter signaling in CHO cells. 71,000 tested, 2.5% active. Potency, µM (highest dose often 38.2 µM), for the others: top-dose activity change, negative = inhibition, actives largely listed as activators. AID 662. CHO CRE-bla reporter (cAMP response element driving beta-lactamase), forskolin EC10, beta-lactamase ratio; active = well fitted activation curve with a large enough effect in the signal ratio, with a control signal flat, not every such curve was filed as active; inconclusive = small, poorly fitted or top-dose-only effect, or effect the other way, or a change in a side signal; the % refers to the signal ratio; note: potency is the fitted concentration of half-maximal effect; % of control where 0% means no effect
#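 Reporter-gene assay: CHO cells with beta-lactamase behind cAMP responsive elements, co-treated with compound and EC10 NKH 477 for 3 hours at 37 degrees Celsius. Activity came from the 460/530 nm CCF4 emission ratio.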
# Hsp90 Hop PPI – changes Hsp90-Hop TPR2A binding signal, up or down | AlphaScreen TPR2A-His6 binding biotin-Hsp90 C-terminal peptide | Potency, µM (highest dose often 57 µM), for inactives: top-dose activity change, negative = inhibition | 71,000 tested, 0.44% active | AID 595; active = well fitted curve in either direction with a large enough effect; inconclusive = small, poorly fitted or top-dose-only effect, or another doubt; note: potency is the fitted concentration of half-maximal effect; % is set by controls: 0 for no effect and ±100 for the full control effect; many of its hits are not listed in these tables
# HBB splicing – hemoglobin beta splicing modulation; HBB splicing reporter cell assay, activation; EGFP reporter with mutant IVS2-654 intron; response scale: normalised to 500 nM splice-correcting PNA; Potency, µM (series often up to 46.1 µM), without a hit: at the highest dose activation, most hits filed as activators; 65,000 tested, 0.06% active; AID 925; note: potency is the fitted concentration of half-maximal effect; 0% is about no effect
#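 HeLa cells stably expressing EGFP interrupted by mutant beta-globin intron 2 (IVS2-654), 500/well in 2% FCS. Treated with compound for 2 days at 37C. Splicing correction scored as total well GFP intensity (488 nm excitation, 500-520 nm emission); 500 nM antisense PNA served as control.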
# Texas Red fluor – compounds fluorescent in Texas Red spectral region; Compound fluorescence, Texas Red channel, 547/618 nm; hits give high values; max dye-equivalent concentration, M; 59,000 tested, 0.06% active; AID 587; in the data active = max dye-equivalent concentration above about 10 nM; inconclusive = between about 1.1 nM and that limit
#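 Texas Red-region profiling: compounds in 100 mM Tris pH 8.0 were read at 547/618 nm after 15 min at room temperature. Intensities were normalized against a six-point Texas Red standard series to give dye-equivalent concentration.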
# 4-MU autofl – compounds fluorescent in 4-MU spectral region; compound autofluorescence, 340/450 nm, 4-MU equivalents; hits give high values; max dye-equivalent concentration, M; 59,000 tested, 11% active; in the data active = max dye-equivalent concentration above about 10 nM; inconclusive = mostly about 1.1 nM to 9.6 nM
#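 Compounds in 100 mM Tris, pH 8.0, incubated 15 min at room temperature, then fluorescence read at 340 nm excitation/450 nm emission. Signal converted to 4-MU dye-equivalent concentration using an on-plate six-point 4-MU standard curve.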
# * hit, by the source's call; i = inactive; u = inconclusive; x = not tested or not shown; [ ] = remark or other dose. Unless noted, calls come from the whole dose curve; as a rule, active = well fitted curve in the direction sought with a large enough effect; inconclusive = small, poorly fitted or top-dose-only effect, or another doubt; inactive = no such curve, though single readings can be large; an effect the other way counts as inactive or inconclusive.
nr	Structure	A350 fluor	Luciferase inh	UbGFP stabilizer	Fluorescein fluor	GFP derepression	ERK AVP block	CRE-bla Fsk	Hsp90 Hop PPI	HBB splicing	Texas Red fluor	4-MU autofl
1	CCN1C(=O)/C(=C2/SC(C)=C(C)N2CC)SC1=S	3e-08M*	2%	-1%	7.1e-08M*	u	-8%	4%	-3%	1.0%	i	2.4e-08M*
2	NS(=O)(=O)c1ccc(CCNC(=O)NC2(C(F)(F)F)Oc3ccccc3O2)cc1	u	1%	2%	i	u	0%	u	-2%	-2.3%	i	u
3	Cc1ccc(S(=O)(=O)N(CC(=O)NCc2ccco2)Cc2ccccc2F)cc1	i	1%	3%	i	1%	4%	-15%	0%	x	i	i
4	CCOC(=O)Cc1csc(NC(=O)Nc2ccccc2)n1	x	13µM*	-9%	x	-2%	-27%	-4%	0%	-1.1%	x	x
5	COc1ccc(S(=O)(=O)N(CCCN2CCCC2=O)Cc2cc3c(C)ccc(C)c3[nH]c2=O)cc1	1.3e-08M*	-1%	-3%	i	-2%	u	0%	1%	-0.2%[57.5 µM]	u	u
6	CCN(CC(=O)NC(C)C)C(=O)CCNC(=O)c1ccc(Cl)cc1	i	2%	-11%	i	1%	10%	-6%	2%	-0.4%	i	i
7	O=C(Nc1ccccc1O)c1ccc(Cl)cc1	i	16µM*	-3%	i	1%	17%	0%	0%	-3.5%	i	i
8	Cc1nc2sc(C(c3cccs3)N3CCN(c4cccc(Cl)c4)CC3)c(O)n2n1 (stereo unspecified)	x	-2%	3%	x	x	x	20%	-2%	-1.5%	x	x
9	CC(=O)N1CCN(CC(O)COc2ccc(OCc3ccccc3)cc2)CC1 (stereo unspecified)	i	-1%	1%	u	-3%	-26%	u	-8%	0.3%	u	i
10	COCCCn1c2nc3ccccc3nc2c2c(=O)n(Cc3ccc(Cl)cc3)cnc21	3.9e-07M*	2%	0%	i	0%	2%	u	-2%	-0.6%	u	3.6e-07M*
11	Cc1c(NC(=O)CSc2nc(-c3ccco3)cc(C(F)(F)F)n2)c(=O)n(-c2ccccc2)n1C	i	-1%	-2%	u	6%	-9%	-2%	-3%	-1.1%	i	i
12	COc1ccc(-n2nc3c(c2NC(=O)c2cc4ccccc4oc2=O)CS(=O)(=O)C3)cc1	u	-1%	-1%	i	6%	-1%	16%	-3%	-5.3%[0.369 µM]	u	i
13	NS(=O)(=O)c1ccc(NC(=O)Nc2cccc3ccccc23)cc1	i	-3%[11.4 µM]	2%[9.17 µM]	u	10%[9.22 µM]	3%[11.5 µM]	11%[7.6 µM]	-3%[11 µM]	1.2%[9.22 µM]	i	i
14	Cc1ccc(-c2nn(-c3ccccc3)cc2CN(Cc2ccccc2)C(=O)CCC(=O)O)o1	u	-7%	-8%	i	2%	u	u	u	1.4%	i	i
15	CCN(CC)S(=O)(=O)c1ccc(NC(=O)C(OC)c2ccccc2)cc1 (stereo unspecified)	i	3%	1%	i	0%	-13%	-7%	4%	1.1%	i	i
16	Cc1cccc(NC(=O)c2ccccc2NC(=O)C(C)(C)C)n1	u	-1%	9%	u	1%	17%	12%	1%	x	i	u
17	O=C(O)c1ccc2c(c1)CC(c1ccccc1)OC2=O (stereo unspecified)	u	6%	5%	i	0%	-10%	0%	-1%	0.1%[57.5 µM]	i	u
18	CCn1c(SCc2nc(CC(=O)Nc3ccccc3OC)no2)nnc1-c1cccs1	i	1%	-6%	u	1%	10%	-10%	-1%	1.9%[57.5 µM]	i	i
19	CCOC(=O)C1=C(c2ccccc2)N(C)C(=O)NC1c1ccc(O)c(OC)c1 (stereo unspecified)	u	0%	6%	i	-3%	13%	1%	-2%	-3.4%	i	i
20	COc1ccccc1C(=O)N1CCN=C1c1ccccc1	i	-1%	1%	u	-3%	-17%	-12%	-5%	-1.7%	i	i
21	Cc1nc(SCC(=O)c2c[nH]c3ccccc23)n[nH]1	i	-4%	0%	u	-2%	-6%	-12%	3%	-3.2%	i	i
22	COC(=O)c1ccc(CSc2nnc(-c3ccncc3)o2)o1	i	1%	1%	u	-4%	-18%	7%	-30%	-0.8%	i	i
23	Cc1c(N2CCCC2)cc2c(c1NC(=O)c1ccccc1Cl)C(C)(C)CC2(C)C	i	2%[11.4 µM]	-8%[9.17 µM]	u	7%[9.22 µM]	-6%[11.5 µM]	u	-6%[11 µM]	-1.6%[9.22 µM]	i	i
24	Cc1ccc2nc(C3CCN(CC(=O)Nc4ccc5c(c4)OCCO5)CC3)[nH]c2c1	u	-7%	1%	u	0%	-12%	-12%	-2%	3.2%	i	i
25	CCCS(=O)(=O)N1CCC(C(=O)NCCCOCC)CC1	i	-2%	5%	i	0%	26%	-3%	-7%	0.2%	u	i

# Some values from the list.
# compound 17 in GFP derepression = 0%
# compound 23 in GFP derepression = 7%[9.22 µM]

# From compound 1 as far as 2, copied from above:
nr	Structure	A350 fluor	Luciferase inh	UbGFP stabilizer	Fluorescein fluor	GFP derepression	ERK AVP block	CRE-bla Fsk	Hsp90 Hop PPI	HBB splicing	Texas Red fluor	4-MU autofl
1	CCN1C(=O)/C(=C2/SC(C)=C(C)N2CC)SC1=S	3e-08M*	2%	-1%	7.1e-08M*	u	-8%	4%	-3%	1.0%	i	2.4e-08M*
2	NS(=O)(=O)c1ccc(CCNC(=O)NC2(C(F)(F)F)Oc3ccccc3O2)cc1	u	1%	2%	i	u	0%	u	-2%	-2.3%	i	u

# Additional entries
nr	Structure	A350 fluor	Luciferase inh	UbGFP stabilizer	Fluorescein fluor	GFP derepression	ERK AVP block	CRE-bla Fsk	Hsp90 Hop PPI	HBB splicing	Texas Red fluor	4-MU autofl
26	CCOC(=O)C1=C(C)NC(C)=C(C(=O)OCC)C1c1ccc(O)cc1	x	2%	-11%	x	5%	-7%	10%	-2%	-0.2%	x	x
27	COc1cc(C(=S)N2CCC(C(N)=O)CC2)ccc1O	i	1%	-1%	u	3%	-9%	-1%	-1%	-0.3%	i	i
28	O=C(COC(=O)C1CCCN1C(=O)c1cccs1)c1ccccc1 (stereo unspecified)	i	-1%	-4%	u	-4%	3%	u	-2%	-3.0%	u	i
29	CCc1nnc(NC(=O)CSc2nnc(-c3c[nH]c4ccccc34)n2CC)s1	u	-4%	x	i	0%	-24%	4%	1%	2.0%[0.369 µM]	i	i
30	CCOc1ccc(-n2nnc3c(=O)n(CC(=O)c4ccccc4)cnc32)cc1	x	2%	-13%	x	x	x	-2%	-2%	0.1%	x	x
31	Cc1nc2ccccc2c(=O)n1/N=C/c1ccncc1	x	0%	13%	x	2%	u	25%	-1%	-2.0%	x	x
32	Cc1ccc(C(=O)Nc2ccccc2N2CCN(C(=O)C(C)C)CC2)cc1	i	-1%	2%	u	-1%	-2%	-16%	-6%	-2.2%	u	i
33	FC(F)(F)c1cccc(N2Cc3ccccc3C2)c1	i	-7%	-11%	i	-2%	-4%	u	5%	2.2%	i	i
34	O=C(O)CN1C(=O)CSc2ccccc21	u	0%	-2%	i	1%	-17%	0%	1%	x	i	u
35	CCOc1nc(-c2ccc(C)cc2)ccc1-c1noc(COC)n1	1.4e-08M*	-3%	-2%	i	-2%	21%	u	16%	0.4%	u	1e-08M*
36	COC(=O)C(Cc1cnc[nH]1)NC(=O)C1CCC(=O)N1 (stereo unspecified)	i	2%	-4%	u	-2%	3%	1%	-3%	1.6%	i	i

# A second format for 3 compounds above.
27: COc1cc(C(=S)N2CCC(C(N)=O)CC2)ccc1O
  A350 fluor = i; Luciferase inh = 1%; UbGFP stabilizer = -1%; Fluorescein fluor = u; GFP derepression = 3%; ERK AVP block = -9%; CRE-bla Fsk = -1%; Hsp90 Hop PPI = -1%; HBB splicing = -0.3%; Texas Red fluor = i; 4-MU autofl = i

33: FC(F)(F)c1cccc(N2Cc3ccccc3C2)c1
  A350 fluor = i; Luciferase inh = -7%; UbGFP stabilizer = -11%; Fluorescein fluor = i; GFP derepression = -2%; ERK AVP block = -4%; CRE-bla Fsk = u; Hsp90 Hop PPI = 5%; HBB splicing = 2.2%; Texas Red fluor = i; 4-MU autofl = i

29: CCc1nnc(NC(=O)CSc2nnc(-c3c[nH]c4ccccc34)n2CC)s1
  A350 fluor = u; Luciferase inh = -4%; UbGFP stabilizer = x; Fluorescein fluor = i; GFP derepression = 0%; ERK AVP block = -24%; CRE-bla Fsk = 4%; Hsp90 Hop PPI = 1%; HBB splicing = 2.0%[0.369 µM]; Texas Red fluor = i; 4-MU autofl = i

# This is a subset, so the mix of outcomes need not match the whole.
